# Screening data from PubChem BioAssay.
# 15-hLO-2 inh – inhibitors of human 15-lipoxygenase 2 (ALOX15B); purified 15hLO-2, xylenol orange hydroperoxide absorbance; Potency, µM (titrated, usually from 57.1 µM), for inactives: top-dose activity change, negative = inhibition, hits mostly inhibitors; 110,000 tested, 0.56% active; AID 881; further: potency means the concentration at half of the fitted maximal effect; nearly all actives have a fitted effect of over 60% in size; many of its hits are not listed in these tables
#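 Read-out: hydroperoxide product oxidises ferrous iron, measured as xylenol orange complex via the 573-to-405 nm absorbance ratio after 30 min. Reaction: 50 nM enzyme, 15 min compound preincubation, 45 uM arachidonic acid, 90 min RT, Hepes pH 7.5 with Triton X-100.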
# ALOX12 inhib – blocks human 12-lipoxygenase activity; Potency, µM (titrated, usually from 57.1 µM), for the others: top-dose activity change, negative = inhibition, most hits filed as inhibitors; AID 1452; P18054; 150,000 tested, 0.12% active; purified 12-hLO, xylenol orange hydroperoxide absorbance; further: potency means the concentration at half of the fitted maximal effect; nearly all actives have a fitted effect of over 55% in size; many of its hits are not listed in these tables
# Target sequence (P18054 whole entry, looked up): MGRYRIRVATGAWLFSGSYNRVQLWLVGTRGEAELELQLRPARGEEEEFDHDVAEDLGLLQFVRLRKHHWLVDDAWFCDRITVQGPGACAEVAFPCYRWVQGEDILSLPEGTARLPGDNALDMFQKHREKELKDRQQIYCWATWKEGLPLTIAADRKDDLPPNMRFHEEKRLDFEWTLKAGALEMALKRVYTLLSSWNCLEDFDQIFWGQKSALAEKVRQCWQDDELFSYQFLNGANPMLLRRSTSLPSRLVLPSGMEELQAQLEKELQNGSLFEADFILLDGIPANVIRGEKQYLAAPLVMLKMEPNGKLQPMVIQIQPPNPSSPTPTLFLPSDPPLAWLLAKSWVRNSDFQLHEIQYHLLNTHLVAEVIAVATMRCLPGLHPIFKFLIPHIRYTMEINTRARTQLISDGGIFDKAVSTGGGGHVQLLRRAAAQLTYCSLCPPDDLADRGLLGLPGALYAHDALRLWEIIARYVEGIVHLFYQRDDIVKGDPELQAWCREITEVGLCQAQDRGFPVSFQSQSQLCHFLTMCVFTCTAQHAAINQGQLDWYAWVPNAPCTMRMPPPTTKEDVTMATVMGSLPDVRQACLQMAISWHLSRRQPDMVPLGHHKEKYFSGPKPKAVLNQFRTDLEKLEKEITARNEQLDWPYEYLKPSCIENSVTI
#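 150 nM 12hLO, 25 mM Hepes pH 7.0 + 0.01% Triton X-100; cpd preinc 15 min RT; 40 uM arachidonic acid, 30 min RT; Fe-XO 30 min; A573/A405 ratio as read-out.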
# PNC assembly inh – perinucleolar compartment assembly inhibition; activity change (PNC), negative = inhibition, % at 10 µM; 140,000 tested, 3.1% active; PC3M PTB-GFP, PNC prevalence imaging, 16 h; hits give low values;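 active means readout at or below -70, meaning at least 70% loss of cells showing the perinucleolar compartment, a nuclear body marking cancer cells; inconclusive means readout between -30 and a set limit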;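 further: plate controls were DMSO wells for no effect and camptothecin positive control wells for full effect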
#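 Read-out is percentage of cells bearing a perinucleolar compartment, from automated 20x imaging of fixed, Hoechst-stained PC3M PTB-GFP cells. Cells were seeded 4 h, then exposed 16 h to compound (23 nl of library stock) in duplicate plates.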
# IMPase inh – membrane-permeable compound that blocks inositol monophosphatase. P97697. inhibition (IP1 accumulation), % at 46.1 µM. 120,000 tested, under 10 active. CHO-M1 cells, IP1 accumulation, HTRF TR-FRET ratio; active means well fitted curve in the direction sought with a large enough effect in the signal ratio, not every such curve was filed as active; inconclusive means small, poorly fitted or top-dose-only effect, or a change in a side signal; inactive means no such curve, though single readings can be large or run the other way; the % refers to the signal ratio;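 further: cells stimulated with carbachol in lithium chloride buffer; plate controls were DMSO basal wells for no effect and reference inhibitor wells for full effect; higher means more IMPase inhibition seen as more IP1 and lower FRET ratio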
# Target sequence (P97697 whole entry, looked up): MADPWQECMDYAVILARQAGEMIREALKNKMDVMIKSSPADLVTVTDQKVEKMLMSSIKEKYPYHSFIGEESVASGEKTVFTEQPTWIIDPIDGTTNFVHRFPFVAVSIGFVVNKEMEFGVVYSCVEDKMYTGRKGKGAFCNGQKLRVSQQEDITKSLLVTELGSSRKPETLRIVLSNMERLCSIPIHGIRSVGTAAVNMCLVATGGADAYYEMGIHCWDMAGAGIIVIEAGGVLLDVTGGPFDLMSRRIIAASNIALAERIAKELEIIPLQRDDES
#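 Seeded CHO-M1 cells were dosed with compound at up to 46 uM, stimulated with carbachol for 30 min, then lysed in IP-One detection reagents. Higher IP1 lowers the TR-FRET signal.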
# Active calls of the source: *; u = inconclusive; x = no result given; [ ] = dose if it differs, or a comment. Unless noted, the call rests on the fitted dose curve; in most records, active means well fitted curve in the direction sought with a large enough effect; inconclusive means small, poorly fitted or top-dose-only effect, or another doubt; inactive means no such curve, though single readings can be large; an effect the other way counts as inactive or inconclusive. Unless noted, on the % scale 0 is the no-effect control and ±100 the full control effect. An excerpt, so the mix of outcomes need not match the whole.
compound,15-hLO-2 inh,ALOX12 inhib,PNC assembly inh,IMPase inh
CC(C)C(c1nnnn1C1CCCC1)N1c2ccccc2CC1C (stereo not given),3%,-2%,u,-3
CCOC(=O)c1cc2c(=O)n3ccccc3nc2n(CC2CCCO2)c1=NC(C)=O (stereo not given),-15%,-5%,-22,-26
CNc1ncc(Cc2ccccc2)s1,x,-3%,u,x
CC1=NOC(=O)/C1=C\c1ccc(-c2ccc(Cl)cc2Cl)o1,7.9µM*,-29%,67,-6
O=C(c1ccc(Cl)cc1)c1oc2ccccc2c1CS(=O)c1ccccc1 (stereo not given),u,u,u,11
CCN(CC)CCCn1c(C)cc2c(c1=O)C(c1cccc(Cl)c1)C(C#N)=C(N)O2 (stereo not given),-12%,3%,4,5
Cc1ccc(S(=O)(=O)NC(=O)Nc2ccc(F)cc2)cc1,x,4%,u,-8
CCCN(CCC)C(=O)CC(c1ccc(F)cc1)c1ccco1 (stereo not given),-24%,-5%,24,8
CCCC(=O)Nc1ccccc1NC(=O)CN(C)S(=O)(=O)c1ccc(C)cc1,-2%,-3%,2,9
CCOC(=O)C1CCCN(C(=O)c2ccc([N+](=O)[O-])cc2)C1 (stereo not given),x,2%,39,x
Cc1nn(-c2cccc(Cl)c2)c2c1C(c1ccncc1)C(C#N)=C(N)O2 (stereo not given),-24%,-14%,59,9
CCOC(=O)NCc1cc(-c2nn(C)c(=O)c3ccccc23)ccc1C,-1%,-1%,23,9
O=C(O)c1ccc(N2C(=O)c3cccc(Oc4ccc(Cl)cc4)c3C2=O)cc1,x,-1%,-3,x
COc1ccc(OC)c(/C=N/NC(=O)c2cc3c(OC)c(OC)ccc3[nH]2)c1,x,-2%,-112*,x
Cc1ccc(C(=O)Nc2ccccc2-c2ccccc2)cc1[N+](=O)[O-],8%,-5%,110,u
Clc1ccc(Cl)c(Oc2ccc(Oc3nc(Cl)ccc3Cl)cc2)n1,6%,1%,33,-13
COc1cccc(-c2nc(CSCC(=O)NCC3CCCO3)c(C)o2)c1 (stereo not given),-9%,-1%,u,7
COc1ccc(C(=O)n2nc(C)c(Br)c2C)cc1,2%,-5%,u,7
COc1ccc(S(=O)(=O)N2CCC(C(=O)N3CCCCC3)CC2)cc1OC,24%,2%,-18,5
COc1ccc(NC(=O)c2ccc(CNc3c(NC4CCCCC4)c(=O)c3=O)cc2)c(OC)c1,u,-1%,36,-5
CC1SCC(=O)N(CC(=O)NCc2ccccc2)C1=O (stereo not given),x,-3%,14,-7
COc1ccccc1NC(=O)CN(c1ccc([N+](=O)[O-])cc1)S(=O)(=O)c1ccccc1,x,-1%,u,4
O=C(Cc1ccccc1)Nc1ccccc1C(=O)O,-3%,9%,u,0
Cc1cc(SCC(=O)c2ccccc2)nc2ccccc12,-7%[11.4 µM],3%[11.4 µM],x,x
CCc1cccc(CC)c1NC(=O)COC(=O)c1cccc(-c2ccc(OC(C)=O)cc2)c1,x,3%,-16,-5
CCCCCOC(=O)C1[C@H]2C(=O)N(c3ccccc3CC)C[C@]23C=C[C@H]1O3 (stereo not given in full),-6%,-7%,-23,0
O=C(NC1CCCCCCC1)c1ccc(CNc2c(N3CCOCC3)c(=O)c2=O)cc1,x,-4%,-26,6
COc1ccc(NC(=O)c2ccco2)cc1NC(=O)c1cccc(OC(C)C)c1,18%,1%,13,-1
Cc1ccc(-n2c(SCC(=O)Nc3ccc4c(c3)OCO4)nnc2-c2cccs2)cc1,1%[2.29 µM],-5%,15,-5
Cc1cccc(OCCC(=O)Nc2c(C)n(C)n(-c3ccccc3)c2=O)c1,4%,2%,-4,6
Cc1ccsc1-c1nc(CSCC(=O)N2CCN(c3ccccc3)CC2)c(C)o1,12%,-4%,u,3
NC(=O)C[C@@H]1N[C@]2(C(=O)Nc3ccccc32)[C@@H]2C(=O)N(c3cc(C(F)(F)F)ccc3Cl)C(=O)[C@H]12,-5%,-6%,-4,u
CCC(CC)NC(=O)c1cccc([N+](=O)[O-])c1C,x,-1%,7,x
COc1ccc2c(c1)[nH]c1c(=O)n(CCCn3ccnc3)cnc12,18%,-3%,41,u
O=C(c1cc(-c2ccc(Cl)cc2)on1)N1CCOCC1,1%,-6%,u,-23
COc1ccc(NC(=S)N2CCCC(CO)C2)c(OC)c1 (stereo not given),x,-2%,29,x
CCOC(=O)CNC(=O)CSc1nnc(-c2ccccc2OC)n1CC,12%,-7%,-25,-4
COn1c(-c2ccccc2)nc2c1CCc1nonc1-2,-3%,-2%,-25,4
O=C(CSc1nc2ccc(Cl)cc2[nH]1)Nc1ccc2c(c1)CCC2,x,-5%,22,-4
Cn1c(CCc2ccccc2)nnc1SCC(=O)N1CCOCC1,x,-1%,-28,14
O=S(=O)(N1CCOCC1)N1CCN(c2ccccc2F)CC1,5%,-5%,u,-5
COc1cc(C(=O)O/N=C(\N)c2ccncc2)cc(OC)c1OC,-13%,-3%,48,1
CSCC[C@H](NC(=O)OC(C)(C)C)c1nnc(SCC(=O)Nc2ccc(C)cc2C)o1,-7%,-3%,-17,-8
Cc1nn(Cc2ccc(C(=O)N3CCOCC3)o2)c(C)c1Br,x,-1%,29,x
CCC(C)[C@H](NC(=O)Nc1cccc(Cl)c1)C(=O)O (stereo not given in full),2%,9%,31,-1
c1ccc2nc3c(nc2c1)c1ccccc1n3CCN1CCOCC1,-2%,-6%,31,-2
CCN=C1SC(CC(=O)Nc2ccccc2OCC)C(=O)N1CC (stereo not given),1%,1%,u,-7
CC(=O)Nc1cccc2c1[n+]([O-])c(C)c(C)[n+]2[O-],-11%,7%,19,-6
N#Cc1ccc(C(=O)Nc2ccc(S(=O)(=O)NC3=NCCCCC3)cc2)cc1,0%,4%,3,6
CCOC(=O)c1cc(C)n(-c2ccc(OC)c(OC)c2)c1C,4%,-7%,-10,6

# Next part
compound,15-hLO-2 inh,ALOX12 inhib,PNC assembly inh,IMPase inh
COC(=O)c1ccc(-c2ccco2)n1Cc1ccccc1Cl,-2%,-9%,-4,8
CO[C@@H]1CC[C@@]2(C)[C@@H](CC[C@@]3(C)[C@H]2CC=C2[C@H]4CC(C)(C)[C@H](O)[C@@H](OC(C)=O)[C@]4(CO)[C@H](O)C[C@]23C)[C@@]1(C)CO (tested in a mixture with another compound),0%[25.6 µM],-1%[25.6 µM],x,-2[20.6 µM]
Cc1ccc(C)c(NC(=O)c2oc(=O)c3ccccc3c2-c2ccccc2)c1,x,1%,30,x
N#Cc1nc(-c2ccc(OCc3ccccc3)cc2)oc1NCc1cccnc1,18%,-1%,u,15
Cc1cc2c(ncn2C)c(NS(=O)(=O)c2ccccc2Cl)c1C,9%[11.4 µM],2%,-83*,-3[1.84 µM]
COc1ccc(C(=O)Nc2cc(C(F)(F)F)ccc2Cl)cc1OC,2%,6%,29,6
CN=C(Nc1cc(Cl)ccc1Cl)SC1CC(=O)N(c2ccc(C(=O)OC)cc2)C1=O (stereo not given),9%,-5%,-21,11
Cc1cc(C)n(C(C)n2nc(C)cc2C)n1,7%,2%,-6,-3
COc1ccc(-c2nc(CS(=O)CC(=O)NCCCN3CC(C)CC(C)C3)c(C)o2)cc1OC (stereo not given),x,5%,85,8
Cc1ccc(N2CN=C(c3ccccc3)NC2=S)cc1,-20%,-22%,30,2

# Random excerpt: 5 records from the list.
compound,15-hLO-2 inh,ALOX12 inhib,PNC assembly inh,IMPase inh
O=C(O)c1ccc(N2C(=O)c3cccc(Oc4ccc(Cl)cc4)c3C2=O)cc1,x,-1%,-3,x
COc1ccc(NC(=O)c2ccco2)cc1NC(=O)c1cccc(OC(C)C)c1,18%,1%,13,-1
COc1ccc(NC(=S)N2CCCC(CO)C2)c(OC)c1 (stereo not given),x,-2%,29,x
CC(=O)Nc1cccc2c1[n+]([O-])c(C)c(C)[n+]2[O-],-11%,7%,19,-6
CCCCCOC(=O)C1[C@H]2C(=O)N(c3ccccc3CC)C[C@]23C=C[C@H]1O3 (stereo not given in full),-6%,-7%,-23,0

# Sorted by formula weight (smallest number first): five of the compounds above.
compound,15-hLO-2 inh,ALOX12 inhib,PNC assembly inh,IMPase inh
Cc1cc(C)n(C(C)n2nc(C)cc2C)n1,7%,2%,-6,-3
Cc1ccc(N2CN=C(c3ccccc3)NC2=S)cc1,-20%,-22%,30,2
COC(=O)c1ccc(-c2ccco2)n1Cc1ccccc1Cl,-2%,-9%,-4,8
Cc1cc2c(ncn2C)c(NS(=O)(=O)c2ccccc2Cl)c1C,9%[11.4 µM],2%,-83*,-3[1.84 µM]
COc1ccc(C(=O)Nc2cc(C(F)(F)F)ccc2Cl)cc1OC,2%,6%,29,6

# The results go on:
compound,15-hLO-2 inh,ALOX12 inhib,PNC assembly inh,IMPase inh
C=C(C)c1cccc(C(C)(C)NC(=O)NCc2ccc(OC)c(OC)c2)c1,-1%,3%,30,2
CC1CC(C)CN(C(=O)c2ccc3c(c2)N(Cc2ccccc2)CCS3)C1 (stereo not given),-28%,-15%,-29,2
COc1ccc(OC)c(N/C(C)=C/C(=O)c2ccc(C)o2)c1,5%[2.29 µM],-8%,u,5
COC1(OC)N=C(N)C2(C#N)C(c3ccccc3)NC(C)=CC12C#N (stereo not given),-12%,-2%,u,3
COc1ccc(-c2nc3ccccc3c(=O)n2CCOc2cccc(C)c2C)cc1,x,-4%,34,-7
Cn1cccc1C(=O)N1CCC[C@@]2(CCN(c3cccc(-c4ccccc4)c3)C2)C1,-20%,-11%,x,x
C=CCn1c(COc2ccccc2-c2ccccc2)nnc1SCC(=O)NC(=O)NCc1ccco1,u,-4%,u,u
Cc1ccc(C(=O)N/C(=C\c2ccc(-c3cccc([N+](=O)[O-])c3)o2)C(=O)NC(C)(C)C)cc1,x,-3%,u,33[activator]
Cn1c(CN2CCN(c3cccc(Cl)c3)CC2)nc2ccccc21,x,0%,41,u
Cc1cc(C(=O)c2cccs2)c(N)s1,-26%,-13%,-21,-1
Cc1ccc(C(=O)C2=C(O)C(=O)N(c3ncccn3)C2c2cccc(Cl)c2)o1 (stereo not given),10%,12%,1,u
CCOC(=O)C1CCN(C(=O)c2cn(CCOC)c(=O)c3c2c2ccccc2n3C)CC1,-7%,-5%,-11,u
CC1(C)Cc2noc(N)c2C(C)(C)N1OC(=O)c1cccs1,4%[11.4 µM],-4%,0,13[1.84 µM]
Cc1[nH]c2ccc(OC(=O)N3CCOCC3)cc2c1C(=O)OC(C)C,-6%,-6%,u,7
COc1ccc(-c2nnc(N3CCC(C)CC3)c3ccccc23)cc1,2%,-3%,48,-2
CC1=NN(c2ccc(S(=O)(=O)O)cc2)C(=O)/C1=C\c1ccc(Cl)cc1,-11%[11.4 µM],1%[11.4 µM],x,x
O=S1(=O)N=C(Nc2nncs2)c2ccccc21,-17%,-6%,22,-1
O=C(C1CCC(CNc2c(N3CCCCC3)c(=O)c2=O)CC1)N1CCCCC1 (stereo not given),5%,-1%,-23,4
COc1nc(NCc2ccco2)nc(N2CCC(C)CC2)n1,33%[activator],-8%,-17,3
CCOC(=O)C1CCN(C(=O)Cc2ccc(C)cc2)CC1,4%,2%,21,2
CCC(C)NC(=O)C1CCN(c2nc(OC)nc(OC)n2)CC1 (stereo not given),x,-2%,53,1
CCOC(=O)C1(C(C)C)Oc2ccccc2C(c2ccc(OC)cc2)=C1C(=O)OC (stereo not given),6%[0.0915 µM],-2%[0.00818 µM],x,x
